# EPAC2 agonist – agonists of human EPAC2 (RAPGEF4) | EPAC2 activation, biochemical qHTS; response scale: 100% = 6.5 mM cAMP response | Q8WZA2 | 0.079% of 360,000 active | Potency, µM (titrated, usually from 154 µM), inactives show top-dose activation, hits mostly activators | AID 720711; further: potency means the concentration at half of the fitted maximal effect; nearly all actives have a fitted effect of over 50% in size
# Target sequence (Q8WZA2 whole entry, looked up): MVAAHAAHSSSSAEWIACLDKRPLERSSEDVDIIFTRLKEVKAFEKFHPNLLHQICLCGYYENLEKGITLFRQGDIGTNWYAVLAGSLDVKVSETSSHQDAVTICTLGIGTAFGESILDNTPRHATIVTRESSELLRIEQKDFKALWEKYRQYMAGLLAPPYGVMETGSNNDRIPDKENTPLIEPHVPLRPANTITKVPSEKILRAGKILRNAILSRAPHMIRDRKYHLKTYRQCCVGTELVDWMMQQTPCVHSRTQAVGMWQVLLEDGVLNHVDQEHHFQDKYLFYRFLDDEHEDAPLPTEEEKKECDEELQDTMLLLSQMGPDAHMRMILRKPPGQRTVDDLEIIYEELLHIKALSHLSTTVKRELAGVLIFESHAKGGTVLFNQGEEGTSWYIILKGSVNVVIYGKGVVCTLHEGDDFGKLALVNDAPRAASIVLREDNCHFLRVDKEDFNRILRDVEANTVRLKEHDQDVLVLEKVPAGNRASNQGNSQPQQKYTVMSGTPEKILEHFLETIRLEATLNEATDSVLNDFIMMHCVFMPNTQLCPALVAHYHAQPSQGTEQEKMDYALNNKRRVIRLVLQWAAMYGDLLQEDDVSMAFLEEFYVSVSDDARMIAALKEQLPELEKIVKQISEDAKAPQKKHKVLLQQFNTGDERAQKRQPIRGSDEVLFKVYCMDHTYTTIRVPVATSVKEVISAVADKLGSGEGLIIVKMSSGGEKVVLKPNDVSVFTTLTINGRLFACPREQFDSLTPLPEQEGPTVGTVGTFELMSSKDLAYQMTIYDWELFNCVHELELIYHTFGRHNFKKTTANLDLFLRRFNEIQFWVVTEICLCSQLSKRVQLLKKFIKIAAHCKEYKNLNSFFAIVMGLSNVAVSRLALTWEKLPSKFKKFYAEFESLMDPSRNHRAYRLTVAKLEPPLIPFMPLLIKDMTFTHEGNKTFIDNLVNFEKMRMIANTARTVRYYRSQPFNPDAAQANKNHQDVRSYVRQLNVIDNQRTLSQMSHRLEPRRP
#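 Setup: EPAC2 100 nM, labeled Rap1B complex 250 nM, free GDP 50 uM. Compound titrations pinned in, brief spin, 5 min room temperature incubation. Kinetic fluorescence read over 30 min, normalized to 6.5 mM cAMP.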
# HepG2 tox – HepG2 cytotoxicity, counter-screen for TGF-b inhibitors; HepG2 CAGA-GFP viability, ATP luminescence, 18 h; Potency, µM (highest dose often 46.1 µM), for inactives: top-dose activity change, negative = cytotoxicity, usual class: cytotoxic; 0.76% of 410,000 active; further: potency means the concentration at half of the fitted maximal effect; some results filed as inactive show a strong effect at the top dose
#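 HepG2 CAGA-GFP cells (1000/well, DMEM with 1% FBS) received compound, then TGF-beta at 500 pg/mL final, and were incubated 18 hours at 37 degrees C. Viability was read by CellTiter-Glo luminescence. Media-only wells were set as complete cell-killing and DMSO as no toxicity.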
# ATXN2 expr inh – inhibitors of ATXN2 expression; HEK-293 ATXN2-luciferase reporter, luminescence, 24 h; Potency, µM (top dose mostly 57 µM), for inactives: top-dose activity change, negative = inhibition, usual class: inhibitors; 0.72% of 360,000 active; further: potency means the concentration at half of the fitted maximal effect; on the % scale 0 is the no-effect control and ±100 the full control effect; nearly all actives have a fitted effect of over 55% in size
#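 ATXN2-luciferase reporter cells (luciferase flanked by upstream and downstream ATXN2 gene portions) were treated 24 h at 37 °C with compounds at up to 57 uM. SteadyGlo luminescence gave expression; GF-AFC fluorescence gave viability.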
# S2 tox – cell viability loss in ATXN counter-screen; S2 cells (HEK-293 line with an ATXN2-luciferase reporter) viability, CellTiter-Fluor protease fluorescence, 24 h; 0.49% of 400,000 active; AID 651635; Potency, µM (top dose mostly 56.7 µM), most hits filed as cytotoxic; further: potency means the concentration at half of the fitted maximal effect; nearly all actives have a fitted effect of over 40% in size
# A549 viability – A549 cytotoxicity, counter-screen for Nrf2 inhibitors; A549 ARE-Fluc cells, CellTiter-Fluor viability, 18-24 h; 0.16% of 390,000 active; AID 504648; Potency, µM (top dose mostly 46 µM), for the others: top-dose activity change, negative = cytotoxicity, actives largely listed as inhibitors; further: potency means the concentration at half of the fitted maximal effect; on the % scale 0 is the no-effect control and ±100 the full control effect
#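 Cytotoxicity counterscreen: CellTiter-Fluor fluorescence was measured in A549 ARE_Fluc cells after 18-24 h of compound exposure in a concentration series. The subsequent BugLite luminescent read reports ARE-luciferase activity.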
# IL2 activator – activators of IL-2; IL-2 activation reporter assay, cell-based qHTS; stimulated with anti-CD3/CD4/CD28 beads; in transgenic mouse T cells; activation, % (series mostly up to about 46 µM); 0.065% of 360,000 active; AID 652025; in the data active means activation above about 50%; inconclusive means mostly about 30% to 49%; further: 0% is about no effect
#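 EGFP and DsRed fluorescence is measured by plate cytometry in unstimulated transgenic mouse T cells exposed to compound for 60 minutes, then stimulated 18 hours at 37 degrees C with anti-CD3/anti-CD4 beads plus anti-CD28.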
# TGFb SMAD3 inh – TGF-b pathway inhibition; HepG2 CAGA-GFP TGF-b/SMAD3 reporter, GFP fluorescence, 18 h; TGF-beta stimulated, 500 pg/mL final; Potency, µM (top dose mostly 46.1 µM), for inactives: top-dose activity, negative = inhibition, usual class: inhibitors; 1.2% of 410,000 active; further: potency means the concentration at half of the fitted maximal effect; on the % scale 0 is the no-effect control and ±100 the full control effect; nearly all actives have a fitted effect of over 65% in size
#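 GFP signal (ex488/em500-530) from TGF-beta-stimulated HEPG2 CAGA-GFP cells, 500 pg/mL final, 18 h at 37 degrees C in DMEM plus 1% FBS, normalized to unstimulated and DMSO-stimulated controls.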
# Nrf2 ARE act – activates Nrf2 signaling. Potency, µM (series often up to 46.1 µM), for the others: top-dose activation, hits mostly activators. AREc32 ARE-luciferase reporter (MCF7-derived line), luminescence, 24 h. 0.31% of 410,000 active. AID 624171; further: potency means the concentration at half of the fitted maximal effect; % of control where 0% means no effect; nearly all actives have a fitted effect of over 65% in size
#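 Luciferase luminescence (Steady-Glo, 30 min at room temperature) served as the read-out of ARE activation in AREc32 cells treated with compounds for 24 hr at 37 deg C.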
# Nrf2 inh – Nrf2 pathway inhibition | A549 ARE-Fluc reporter, luciferase luminescence, 18-24 h | Potency, µM (highest dose often 46 µM), for inactives: at the highest dose activity change, negative = inhibition, actives largely listed as inhibitors | 2.1% of 360,000 active; further: potency means the concentration at half of the fitted maximal effect; on the % scale 0 is the no-effect control and ±100 the full control effect; nearly all actives have a fitted effect of over 60% in size
#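 Cells were seeded and rested 2 h, then exposed to compounds for 18-24 h. CellTiter-Fluor was read first as a viability measure. BugLite was added 15 min before the final luminescent read of ARE-luciferase activity in A549 cells.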
# Active calls of the source: *; i = inactive; u = inconclusive; x = not tested or not shown; [ ] = dose if it differs, or a comment. Unless noted, the call rests on the fitted dose curve; in most records, active means well fitted curve in the direction sought with a large enough effect; inconclusive means small, poorly fitted or top-dose-only effect, or another doubt; inactive means no such curve, though single readings can be large; an effect the other way counts as inactive or inconclusive. The order is random. Share with any hit: about 4.3%.
SMILES,EPAC2 agonist,HepG2 tox,ATXN2 expr inh,S2 tox,A549 viability,IL2 activator,TGFb SMAD3 inh,Nrf2 ARE act,Nrf2 inh
COC(=O)C1=C(N)Oc2cc(C)[nH]c(=O)c2C1c1ccncc1 (centres undefined),-6%,-4%,1%,i,-6%,-1.3,11%,-0.9%,18%
CCN(C(=O)CN1C(=O)S/C(=C\c2ccccc2Cl)C1=O)C1CCS(=O)(=O)C1 (centres undefined),4%,-2%,x,i,x,-0.4,12%,26%,x
CCN1C(=O)C(O)(CC(=O)c2cccc(-n3cccc3)c2)c2ccccc21 (centres undefined),-1%,-12%,2%,i,3%,-2.4,-9%,2.1%,3%
CCOC(=O)c1ccccc1NC(=O)CC(C)CC(=O)O (centres undefined),7%,10%,-8%,i,0%,0.9,-11%,0.2%,x
Cc1cc(C)c2nc(N3CCC(C(=O)NCc4ccccn4)CC3)sc2c1,21%,-21%,x,i,11%,-3.1,u,6.3%,u
COc1ccc(-c2nc(CCNC(=O)c3ccco3)cs2)cc1OC,-5%,-1%,-3%,i,5%,-2.1,-18%,3.5%,-10%
CCc1ccc2nc(NC(=O)c3ccc4c(=O)[nH]c(CN5CCOCC5)nc4c3)sc2c1,6%,-28%,8%,i,4%,-0.7,5%,2.7%,23%
CCOC(=O)CN1C(=O)S/C(=C/c2ccc(OCc3ccc(C(=O)O)cc3)cc2)C1=O,-1%,3%,-14%,i,9%,0.1,4%,-0.4%,18%
CCOc1ccc(CCNC(=O)c2c(C)nn(-c3ccccc3)c2Cl)cc1OCC,6%,-5%,-12%,i,-1%,-2.4,0%,-0.4%,-22%
COc1ccccc1/C=N/NC(=O)c1cccc(NC(=O)c2ccccc2C)c1,18%,-9%,-2%,i,5%,-1.0,-19%,-0.1%,6%
COc1ccc(CNC(=O)C[C@H]2C[C@H](C(=O)N(C(C)C)C(C)C)[C@@]3(C)c4[nH]c5cc(-c6ccco6)ccc5c4CCN3C2=O)cc1OC,8%,-59%,u,u,-17%,-0.9,u,0.5%,u
CCn1c(=O)c2cc(C(=O)N(CC(C)C)CC(C)C)sc2c2ccccc21,x,-10%,-7%,i,-5%,x,u,-0.3%,16%
C=CCN(CC=C)CCOc1ccccc1F,10%,1%,-7%,i,-6%,-1.0,-18%,-0.8%,-1%
Cc1ccc(CNCc2cccnc2)cc1,-4%,-6%,-2%,i,3%,6.0,4%,0.2%,9%
CCOC(=O)c1csc(N/N=C2\CCCc3ccccc32)n1,6%,-31%,x,i,12%,1.3,u,12%,16%
Oc1ccc(C(=S)N2CCCCCC2)cc1,5%,-24%,0%,i,-6%,1.8,12%,-0.6%,4%
COCCNC(=O)/C(C#N)=C/c1cn(CC(=O)NCc2ccco2)c2ccccc12,-3%,-16%,-11%,u,-12%,-0.3,-1%,22%,-16%
Cc1ccc(S(=O)(=O)Cn2nnnc2C(c2ccc(F)cc2)N2CCCCC2)cc1 (centres undefined),2%,-25%,6%,i,-17%,1.2,-3%,0.2%,u
O=C(NCC1(O)CCCCC1)C1CCC(=O)N(CCc2ccccc2)C1 (centres undefined),22%,-37%,-3%,i,0%,-1.8,-1%,-0.5%,-6%
OC(c1ccc(Cl)c(F)c1)c1ncc(-c2cccc(F)c2)[nH]1 (centres undefined),5%,-44%,-16%,i,x,0.7,u,-0.4%,x
CC1=NN(C(=O)c2csc(C)c2C)C(O)(C(F)(F)F)C1 (centres undefined),7%,-10%,-8%,u,-5%,-4.5,-8%,2.5%,-2%
Cc1c(C(=O)NCc2ccccc2Cl)sc2nc[nH]c(=O)c12,x,-1%,x,x,6%,x,0%,0.6%,x
CCOC(=O)C1CCN(S(=O)(=O)c2ccc3c(c2)CCN3C(C)=O)CC1,-6%,0%,-8%,i,1%,-3.0,1%,0.0%,-14%
CC(=O)Nc1ccc2c(c1)Cc1c-2cc(Br)c(N)c1Br,10%,-2%,9%,i,0%,-0.9,18%,6.7%,13%
NC(=O)CSc1nc(-c2ccccc2)nc2ccccc12,-5%,-4%,6%,i,0%,-0.9,1%,5.0%,-4%
Cc1ccc(NC(=O)c2cc3c(s2)CCC3)cc1S(=O)(=O)N1CCOCC1,5%,-23%,x,x,-19%,-0.3,-12%,0.1%,21µM*
O=C(N/N=C/c1ccccn1)c1cc(Br)ccc1O,-1%,-3%,u,u,-12%,-0.5,0%,4.0%,u
CCc1ccccc1NC(=O)c1ccc(S(=O)(=O)N2CCCC2)cc1,3%,-11%,5%,u,3%,-0.4,10%,-0.6%,9%
O=C1C(Cl)=C(NCCCN2CCOCC2)C(=O)N1CCc1ccccc1,-5%,-20%,21%,i,-13%[1.84 µM],0.4,-8%,u,8%
CCCCCn1c(=NC(=O)c2cccnc2)c(C#N)cc2c(=O)n3cccc(C)c3nc21,-6%,-3%,-3%,i,8%,u,1%,4.6%,8%
CCN(CC)c1ccc(/C=N/n2c(C)cc(C)cc2=O)cc1,0%,-23%,23%,u,x,-0.9,3%,0.0%,-1%
Cc1ccc(S(=O)(=O)N2CCN(C(=O)COC(=O)c3ccc(Cl)nc3)CC2)c(C)c1,-10%,-4%,x,i,-2%,-0.5,15%,0.1%,11%
Cc1ccc(C(=O)c2c(N)c(C(=O)Nc3ccccc3Cl)c3ccccn23)cc1,x,3%,-4%,i,9%,x,0%,0.5%,20%
COc1ccc(C(=O)c2sc(Nc3cc(Cl)ccc3C)nc2N)cc1OC,x,-26%,u,i,3%,x,u,4.8%,u
CC1(c2nnc(Cc3ccccc3)o2)CC(c2cccnc2)=NO1 (centres undefined),6%,5%,2%,i,-9%,-0.4,9%,-0.2%,15%
O=[N+]([O-])c1cccc(-c2nnc(C34CC5CC(CC(C5)C3)C4)o2)c1,-9%,20%,-9%,i,3%,0.6,4%,5.8%,12%
CCCCOC(=O)N1CCOCCOCCN(C(=O)OCCCC)CCOCCOCC1,-4%,-17%,-9%,i,-9%,3.8,-3%,0.4%,-29%
C#CCOCCOCCOCCNc1nc(N2CCN(C(=O)[C@H]([C@@H](C)CC)n3cc(CCCCN)nn3)CC2)nc(N2CCN(C(=O)[C@H](C)n3cc(CCCN=C(N)N)nn3)CC2)n1,1%,2%,4%,i,-1%,0.1,5%,0.0%,4%
CO/N=C/c1ccc(Sc2ccccc2N)c([N+](=O)[O-])c1,17%,1%,0%,i,-15%,-0.4,-5%,-0.2%,u
Cc1ccc(CN(Cc2ccco2)C(=O)c2ccccc2Cl)o1,x,-4%,x,x,2%,x,-47%,3.2%,-13%
COc1ccc(CN2CCN(Cc3c[nH]c4ccccc34)CC2CCO)cc1C (centres undefined),11%,-63%,-30%,i,-4%,-0.5,-24%,4.5%,5%
Cc1ccc(S(=O)(=O)Nc2ccc(N3CCOCC3)cc2)cc1,3%,6%,3%,i,1%,0.8,-2%,0.3%,6%
O=C1CN(C(=O)c2ccc(F)cc2)c2ccccc2N1,-1%,-4%,x,u,0%,2.4,-8%,-0.6%,-4%
COc1ccc(-c2cnc(C(O)c3ccc(-c4ccccc4)cc3)[nH]2)cc1 (centres undefined),8%,-31%,-6%,u,x,0.4,u,3.9%,x
COc1ccccc1CNC(=O)C1CCCN(c2nnc(-n3c(C)ccc3C)s2)C1 (centres undefined),x,-14%,-3%,i,6%,x,u,4.2%,3%
CCc1ccc(Nc2ncc3c(n2)CC(C)CC3=O)cc1 (centres undefined),-9%,3%,62%[activator],i,2%,1.1,-3%,2.5%,u
c1ccc(-c2cnnc(SCc3cn4cccnc4n3)n2)cc1,22%,5%,7%,i,-6%,-0.5,8%,4.1%,3%
Oc1ccc(C2CNCc3sccc32)cc1O (centres undefined),4%,-20%,u,u,-8%,0.1,-26%,u,6%
Cc1cccc(NC(=O)COc2cccc3c2CCN(C)C3=O)c1C,6%,-4%,15%,i,0%,0.2,62%[activator],2.9%,u
COC(=O)C1=C(CN2CCc3ccccc32)NC(=O)NC1c1cc(C)ccc1C (centres undefined),-14%,-10%,9%,i,-5%,0.6,0%,4.1%,x
c1coc(-c2cc(C3CCNCC3)[nH]n2)c1,12%,5%,-18%,i,-1%,-2.9,-17%,-0.1%,7%
COc1cc(CNCCCCO)ccc1OCc1ccccc1F,2%,-24%,-4%,i,0%,-2.3,9%,-0.1%,u
CC1(c2nnnn2-c2ccc3c(c2)OCCO3)CCC(=O)N1Cc1ccc(F)cc1 (centres undefined),0%,x,10%,i,x,4.5,x,0.4%,x
CC(NC(=O)c1cccs1)C(c1cccs1)N1CCN(Cc2ccccc2)CC1 (centres undefined),13%,-26%,2%,i,11%,-2.2,2%,-0.5%,-12%
CC1CCC2(CC1)NC(=O)N(NC(=O)c1ccc(OC(C)C)cc1)C2=O (centres undefined),7%,-14%,5%,i,2%,-0.4,-1%,-0.3%,8%

# Compounds above containing a nitro group on carbon:
SMILES,EPAC2 agonist,HepG2 tox,ATXN2 expr inh,S2 tox,A549 viability,IL2 activator,TGFb SMAD3 inh,Nrf2 ARE act,Nrf2 inh
O=[N+]([O-])c1cccc(-c2nnc(C34CC5CC(CC(C5)C3)C4)o2)c1,-9%,20%,-9%,i,3%,0.6,4%,5.8%,12%
CO/N=C/c1ccc(Sc2ccccc2N)c([N+](=O)[O-])c1,17%,1%,0%,i,-15%,-0.4,-5%,-0.2%,u

# From PubChem
